TDP1 block – qHTS Assay for Inhibitors of Tyrosyl-DNA Phosphodiesterase (TDP1); recombinant TDP1, AlphaScreen DNA substrate cleavage; Potency, µM (top dose mostly 130 µM), for the others: top-dose activity change, negative = inhibition, most hits filed as inhibitors; hit rate 0.28% among 350,000; AID 485290, 2010; note: nearly all actives have a fitted effect of over 40% in size
Target sequence (Q9NUW8 whole entry, looked up): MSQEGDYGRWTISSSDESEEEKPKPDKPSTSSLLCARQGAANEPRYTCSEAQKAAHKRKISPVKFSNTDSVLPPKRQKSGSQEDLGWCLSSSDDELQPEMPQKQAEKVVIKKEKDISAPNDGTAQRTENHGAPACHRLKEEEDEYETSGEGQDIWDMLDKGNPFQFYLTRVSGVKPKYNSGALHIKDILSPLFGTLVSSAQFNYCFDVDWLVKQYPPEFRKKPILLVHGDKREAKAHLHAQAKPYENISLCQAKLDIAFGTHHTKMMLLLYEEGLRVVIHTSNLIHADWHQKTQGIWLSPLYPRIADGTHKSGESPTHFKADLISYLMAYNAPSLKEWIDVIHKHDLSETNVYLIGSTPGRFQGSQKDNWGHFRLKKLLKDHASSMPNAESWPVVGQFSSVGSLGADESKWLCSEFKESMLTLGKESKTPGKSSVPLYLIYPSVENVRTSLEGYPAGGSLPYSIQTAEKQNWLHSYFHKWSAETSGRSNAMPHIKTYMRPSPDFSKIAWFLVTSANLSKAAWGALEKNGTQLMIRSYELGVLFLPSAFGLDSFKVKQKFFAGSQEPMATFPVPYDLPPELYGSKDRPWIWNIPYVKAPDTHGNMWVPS
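Tdp1 1 nM final; 15 min RT w/ cpd; substrate 15 nM, 5 min; beads 10 ug/ml, 10 min; AlphaScreen read. Neg ctrl: no enzyme.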
TDP1 cell noCPT – qHTS for Inhibitors of human tyrosyl-DNA phosphodiesterase 1 (TDP1): qHTS in cells in absence of CPT. AID 686978, 2013. hit rate 15% among 420,000. Potency, µM (series often up to 46.2 µM), without a hit: at the top dose activity change, negative = growth inhibition, hits mostly inhibitors. DT40 Tdp1-/- hTDP1 cells, no CPT, ATP luminescence, 48 h; note: nearly all actives have a fitted effect of over 55% in size
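No-CPT arm: Tdp1-/-;hTDP1 DT40 cells (400/well) plus compounds, incubated ≥48 hr at 37 °C. Readout CellTiter-Glo luminescence.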
N370S GC – qHTS Assay for Inhibitors and Activators of N370S glucocerebrosidase as a Potential Chaperone Treatment of Gaucher Disease. N370S GC spleen homogenate, 4MU-glucoside fluorescence. Potency, µM (series often up to 59.4 µM), without a hit: at the top dose activity change, negative = inhibition, actives largely listed as inhibitors. hit rate 0.092% among 330,000. AID 2101, 2009. Lysosomal acid glucosylceramidase (Homo sapiens), P04062;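 note: 0% = full enzyme activity and -100% = no enzyme basal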
Active calls of the source: *; ? = inconclusive; · = not tested or not shown; & = joins results of further samples; [ ] = dose if it differs, or a comment. Calls come from the whole dose curve; as a rule, active = well fitted curve in the direction sought with a large enough effect; inconclusive = small, poorly fitted or top-dose-only effect, or another doubt; inactive = no such curve, though single readings can be large; an effect the other way counts as inactive or inconclusive. Unless noted, % is set by controls: 0 for no effect and ±100 for the full control effect; potency is the fitted concentration of half-maximal effect. The list is partial. The share of hits here may be higher or lower than overall.

SMILES	TDP1 block	TDP1 cell noCPT	N370S GC
COc1ccccc1-c1nnc(C2CCN(C(=O)c3cccc(C)c3)CC2)o1	1%	?	·
Cc1ccccc1NC(=O)COC(=O)c1c(-c2ccccc2)noc1C	-1%	-12%	·
CSc1ccc(CN(C)CC(=O)NC(=O)NC(C)(C)C)cc1	6%	?	7%
Cc1nc(-c2coc3cc(O)c(C)cc3c2=O)cs1	0%	?	-11%
Nc1nonc1-n1nnc(C(=O)N/N=C/c2ccccc2)c1CSc1ccccc1	8%	-7%	-20%
COCC(=O)N1CCC(Oc2ccc(C(=O)NCc3cnc(C)cn3)cc2)CC1	·	-9%	6%
Cc1noc(C)c1S(=O)(=O)Nc1ccc2c(c1)C(=O)N([C@H](C)CO)C[C@H](C)[C@@H](CN(C)Cc1ccc(C(=O)O)cc1)O2	2%	8%	·
O=C(Nc1cc(-c2ccccc2)[nH]n1)c1ccccc1	·	?	3%
Nc1nncn1C(=O)CCCN1C(=O)c2ccccc2C1=O	-5%	4%	0%
CCCCNC(=O)CSc1nc2cc3c(cc2c(=O)n1Cc1ccc(C(=O)NCCc2ccc(OC)c(OC)c2)cc1)OCO3	4%	-7%	·
CCOC(=O)N1CCN(C(=O)c2ccc3c(c2)N(Cc2ccccc2F)C(=O)c2ccccc2S3(=O)=O)CC1	0%	?	·
COc1cc(/C=c2\sc3n(c2=O)CCCN=3)ccc1O	0%	-23%	-14%
CC(c1ccccc1)N1CC(C(=O)N2CCN(Cc3ccc(C#N)cc3)CC2)CC1=O (stereo not given)	-11%	-27%	-2%
CC1CC(C)CN(C(=O)Cc2c(C(=O)O)[nH]c3ccc(Cl)cc23)C1 (stereo not given)	2%	-10%	4%
Cc1cccc(C)c1NC(=O)CNC(=O)c1c(-c2ccccc2)noc1C	2%	-1%	·
CCCOc1ccc(C(F)(F)F)cc1NC(=O)C1CC(=O)N(Cc2ccco2)C1 (stereo not given)	3%	?	·
COCC1CCN(Cc2cn[nH]c2-c2cc(OC)c(OC)c(OC)c2)CC1	-3%	-3%	-5%
N/C(=N\OC(=O)CC1CCCCC1)c1cccc(Br)c1	-10%	1%	4%
O=C(O)C1=CCCNC1	3%[56.1 µM]	14%&-1%&6%&3%	-1%&9%&10%&8%
COc1ccccc1C(=O)NNC(=O)c1ccc2ccccc2c1	·	-26%	-8%

Overlap with the part before: two compounds; new compounds follow.
SMILES	TDP1 block	TDP1 cell noCPT	N370S GC
O=C(O)C1=CCCNC1	3%[56.1 µM]	14%&-1%&6%&3%	-1%&9%&10%&8%
COc1ccccc1C(=O)NNC(=O)c1ccc2ccccc2c1	·	-26%	-8%
O=S(=O)(Nc1ccn(-c2ccccc2)n1)c1ccc(Br)cc1	4%	-18%	8%
Cc1nc(N2CCOCC2)[nH]c(=O)c1[N+](=O)[O-]	5%	19%	-16%
CCCCN(C)S(=O)(=O)c1cc2c3c(c1)CCC(=O)N3CCC2	3%	-1%	2%
CNC[C@H](O)[C@H](O)[C@H](O)[C@H](O)CO	11%[21 µM]	·	14%[21.6 µM]
Cn1cccc1Cc1nnc(SCC(=O)NCC2CCCO2)n1C (stereo not given)	8%	-22%	2%
O=C(COCc1cc(-c2ccc(F)cc2)on1)Nc1cccc(Cl)c1Cl	2%	?	·
CCOC(=O)C1CCCN(C(=O)CCCn2nnnc2CN2CCOCC2)C1 (stereo not given)	·	22%	-12%
Cc1[nH]nc2c1C(c1ccc(F)cc1)C1=C(CC(C)(C)CC1=O)N2 (stereo not given)	2%	1%	11%
CCc1ccc(NC(=S)NC2CC3CCCC(C2)N3Cc2cccs2)cc1 (stereo not given)	4%	?	12%
Cc1ccc(-c2noc(-c3ccccc3NC(=O)C3CC(=O)N(c4ccc(C)cc4)C3)n2)cc1 (stereo not given)	6%	-18%	·
Cc1ccc(N2CCN(S(=O)(=O)c3ccc4oc(=O)ccc4c3)CC2)c(C)c1	0%[0.0935 µM]	?	-7%
CCCNC(=O)NC(C(=O)OC)C12CC3CC(CC(C3)C1)C2 (stereo not given)	-1%	-23%	-2%
COc1ccc(CCNC(=O)CSc2cccc3cccnc23)cc1OC	5%	-9%	-12%
CC(=O)c1cccc(NC(=O)COC(=O)c2ccc(S(C)(=O)=O)c([N+](=O)[O-])c2)c1	1%&4%	10µM*	-5%
CCN(CC)CCNC(=O)CN1N=C(c2ccc(OC)cc2)CCC1=O	-3%	-5%	·
O=C(NCCC1=CCCCC1)c1cc(S(=O)(=O)N2CCOCC2)c(Cl)cc1Cl	4%	?	10%
O=c1[nH]c(CN2CCN(c3ccc([N+](=O)[O-])cc3)CC2)nc2ccsc12	9%	?	-20%
O=C(O)c1cc(S(=O)(=O)O)cc(Nc2c3ccccc3nc3ccccc23)c1O	·	-9%	?
COCCn1c(SCC(=O)Nc2ccccc2OC)nc2c([nH]c3ccccc32)c1=O	1%	-14%	?
COc1cccc(NC(=O)CSc2nnc(-c3cccc(OC)c3)o2)c1	3%	?	·

By substructure: those above with a nitro group on carbon (3)
SMILES	TDP1 block	TDP1 cell noCPT	N370S GC
Cc1nc(N2CCOCC2)[nH]c(=O)c1[N+](=O)[O-]	5%	19%	-16%
CC(=O)c1cccc(NC(=O)COC(=O)c2ccc(S(C)(=O)=O)c([N+](=O)[O-])c2)c1	1%&4%	10µM*	-5%
O=c1[nH]c(CN2CCN(c3ccc([N+](=O)[O-])cc3)CC2)nc2ccsc12	9%	?	-20%

The main list resumes, repeating the four entries before the break.
SMILES	TDP1 block	TDP1 cell noCPT	N370S GC
O=c1[nH]c(CN2CCN(c3ccc([N+](=O)[O-])cc3)CC2)nc2ccsc12	9%	?	-20%
O=C(O)c1cc(S(=O)(=O)O)cc(Nc2c3ccccc3nc3ccccc23)c1O	·	-9%	?
COCCn1c(SCC(=O)Nc2ccccc2OC)nc2c([nH]c3ccccc32)c1=O	1%	-14%	?
COc1cccc(NC(=O)CSc2nnc(-c3cccc(OC)c3)o2)c1	3%	?	·
Fc1cnc(N2CCOCC2)nc1N1CCc2ccccc21	-5%	?	8%
O=C(COc1ccc(Cl)cc1)Nc1nnc(S(=O)(=O)N2CCc3ccccc32)s1	0%	18µM*	·
COc1cc(NC(=O)NCc2ccncc2)cc(OC)c1OC	4%	-2%	5%
CCOc1ccc(OCC)c(NC(=O)CCC(=O)N2CCOc3ccccc32)c1	11%	26µM*	·
Cc1ccc(NC(=O)COC(=O)C2CC2)cc1S(=O)(=O)N1CCOCC1	2%	1%	·
N#CCCN(CCN1CCCC1)S(=O)(=O)c1ccc(-c2ccc([N+](=O)[O-])cc2)cc1	3%	5%	14%
Cc1nc(CN(C)Cc2nc(Cc3ccccc3Cl)no2)cs1	1%	-26%	0%
N#Cc1ccccc1NC(=O)COC(=O)c1ccc2c(c1)OCO2	0%[56.1 µM]	?	·
Cc1ccc(C(=O)NCC(=O)OCC(=O)NCCNC(=O)COC(=O)CNC(=O)c2ccc(C)cc2)cc1	4%	-2%	0%
CCC(C)(NC(=O)c1ccccn1)C(=O)NC1CCCC1 (stereo not given)	5%	4%	7%
COc1ccc2c(/C=N/NS(=O)(=O)c3ccc(C)cc3)c[nH]c2c1	5%	-9%	15%
O=C(CN1CCOCC1)NCCc1ccccc1	3%	-22%	3%
COc1ccc(CN(Cc2ccc(C(=O)O)cc2)C(=S)Nc2cc(C)cc(C)c2)cc1OC	-1%	5%	-13%
Cc1c(CCC(=O)O)c(=O)oc2c(C)c3occ(-c4ccc(Cl)cc4)c3cc12	·	?	-4%
Cc1ccc(C(=O)NNC(=O)CSc2nnc3ccccn23)cc1	-2%	0%	·
CCC(=O)Nc1sc(C(=O)N2CCCCC2)c(C)c1C#N	0%	4%	2%
COc1ccc(C(=O)OCC(=O)N2CCCCCC2)cc1S(=O)(=O)N1CCOCC1	1%	17%	·
Cc1ccc(S(=O)(=O)/N=C(/c2ccccc2)N2CCOCC2)cc1	-8%	-15%	-2%
CC(=O)Nc1ccc(NC(=O)c2nccnc2C(=O)O)cn1	·	2%	-5%
O=[N+]([O-])c1ccc(-c2nn(-c3ccccc3)cc2/C=N/n2c(-c3ccncc3)n[nH]c2=S)cc1	·	18µM*	?

Compound profiles (already shown). Order of screens: TDP1 block, TDP1 cell noCPT, N370S GC
CC(=O)Nc1ccc(NC(=O)c2nccnc2C(=O)O)cn1 is listed with ·, 2%, -5%
Fc1cnc(N2CCOCC2)nc1N1CCc2ccccc21 is listed with -5%, ?, 8%
COc1ccc(CN(Cc2ccc(C(=O)O)cc2)C(=S)Nc2cc(C)cc(C)c2)cc1OC is listed with -1%, 5%, -13%

(listing goes on)
SMILES	TDP1 block	TDP1 cell noCPT	N370S GC
O=C(CSc1nnnn1C1CCCC1)NCCc1ccccc1	·	-12%	-11%
CCOC(=O)CCCNC(=O)COC(=O)c1cc2ccccc2cc1O	5%	-3%	3%
OC(CN1c2ccccc2Sc2ccccc21)Cn1nnc2ccccc21 (stereo not given)	3%	21µM*	17%
CN1N=C(C(=O)N2CCCC(C(=O)c3cccc(C(F)(F)F)c3)C2)CCC1=O (stereo not given)	·	-6%	-6%
CC1(C(=O)NNC(=S)NCc2ccco2)CC1(Cl)Cl (stereo not given)	6%	4%	-4%
O=C(Nc1ccc(F)cc1)c1ccccc1NS(=O)(=O)N1CCCC1	0%	?	8%
NC1(C#Cc2ccc3oc(=O)c(-n4cc(-c5ccsc5)nn4)cc3c2)CCCCC1	-1%	8.2µM*	·
CC1=C(C(=O)NCc2cccc(F)c2)C2(CCCCC2)OC1=O	0%	-14%	·
C=Cn1cc[n+](CC(=O)c2ccc(Cl)cc2)c1	·	?	-1%
COc1cc(-c2nc3n(c(=O)c2C#N)CCS3)cc(OC)c1OC	·	-13%	-2%
CCOC(=O)N1CCC(NC(=O)c2cc3ccccn3n2)CC1	4%	1%	-2%
O=c1c(-c2cccc(F)c2)nc2cncnc2n1Cc1ccc(F)cc1	·	-2%	8%
CCO[C@H]1OC(C(=O)N2CCN(Cc3ccccc3)CC2)=C[C@@H](C2CCCCC2)[C@@H]1CCCO	3%	9.2µM*	-15%
COc1ccc(-c2cn3ccccc3n2)cc1[N+](=O)[O-]	3%	-22%	-2%
O=C(Nc1cccc(S(=O)(=O)N2CCOCC2)c1)c1ccc2c(=O)n3c(nc2c1)CCCCC3	0%	10µM*	-6%
CC(CNC(=O)CCC(=O)N1CCOc2ccc(Cl)cc21)c1ccccc1 (stereo not given)	·	?	-9%

Screening data deposited in PubChem by National Center for Advancing Translational Sciences (NCATS).
